Bioassay records as filed in PubChem.
Rab7 wt GTP bind = dog Rab7 wildtype GTP binding, inhibitors and activators | GST-Rab7 beads, fluorescent GTP binding, flow cytometry; actives lie on both sides; untreated = 100%, excess cold GTP = 0% | GTP binding activity (percent of control), % at 10 µM | 190,000 tested, 0.055% active;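 active means fluorescent GTP binding to Rab7 beads changed by at least 20 points from the 100% baseline, either direction, mostly lower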;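 further: median green fluorescence of bound Bodipy-FL-GTP per Rab7 bead population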
Rac1 act GTP bind = modulators of GTP binding to human Rac1 activated mutant; P63000; GST-Rac1 activated beads, fluorescent GTP binding, flow cytometry; actives lie on both sides; 100% means binding = to untreated wells; percent activity (GTP binding), % at 10 µM; 190,000 tested, 0.11% active;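 active means GTP binding at least 20 percentage points away from the 100% baseline, in either direction, so actives lie on both sides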
Rab2A wt mod = changes GTP binding to wildtype dog Rab2A, up or down; P61105; GST-Rab2 wt beads, Bodipy-GTP binding, flow cytometry; GTP binding activity, % at 10 µM; 190,000 tested, 0.19% active; AID 760;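 active means GTP binding activity at least 20 points away from 100%, either lowered or raised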;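 further: 0% = beads with excess unlabeled GTP and 100% = no-compound control corrected for plate trend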
Bim-Bfl-1 = inhibitors of Bim-Bfl-1 interaction, human; inhibition, % at 10 µM; Bead-based flow cytometry, Bim-Bfl-1 binding inhibition; 190,000 tested, 0.12% active; Q16548;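 further: 0% = wells without compound plus tracer and 100% = blocker peptide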
Bim-Bcl-W = human Bim-Bcl-W interaction inhibition. Q92843. bead-based flow cytometry, Bim peptide-Bcl-W binding. inhibition, % at 10 µM. 190,000 tested, 0.02% active. AID 952;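 further: 0% = bound tracer without compound and 100% = peptide blocker; higher means less fluorescent Bim peptide bound to Bcl-W beads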
Target sequence (Q92843 whole entry, looked up): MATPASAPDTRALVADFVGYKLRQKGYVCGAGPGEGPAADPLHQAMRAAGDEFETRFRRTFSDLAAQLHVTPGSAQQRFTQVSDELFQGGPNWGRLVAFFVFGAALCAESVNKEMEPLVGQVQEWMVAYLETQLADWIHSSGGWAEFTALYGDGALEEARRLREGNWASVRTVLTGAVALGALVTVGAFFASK
HRas wt GTP = human HRas wildtype GTP binding, change in either direction. P01112. GST-Ras wt beads, Bodipy-FL-GTP binding, flow cytometry; actives lie on both sides. GTP binding activity, % at 10 µM. 190,000 tested, 0.14% active. AID 759;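 active means GTP binding activity at least 20% away from the 100% baseline, either lowered as inhibitor or raised as activator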;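 further: 0% = unlabeled GTP competition control and 100% = no-compound control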
Bim-Bcl-B = inhibitors of Bim-Bcl-B interaction, human; Q9HD36; bead-based flow cytometry, Bim peptide-Bcl-B binding; inhibition, % at 10 µM; 190,000 tested, 0.073% active; AID 951;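 further: 0% = tracer peptide without compound and 100% = reference inhibitor peptide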
Target sequence (Q9HD36 whole entry, looked up): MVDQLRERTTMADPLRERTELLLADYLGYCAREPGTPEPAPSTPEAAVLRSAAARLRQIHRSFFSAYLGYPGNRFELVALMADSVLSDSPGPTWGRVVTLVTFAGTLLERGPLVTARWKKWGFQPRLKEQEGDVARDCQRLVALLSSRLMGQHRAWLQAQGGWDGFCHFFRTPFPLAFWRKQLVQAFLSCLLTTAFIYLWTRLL
Bcl-XL Bim block = inhibitors of Bim-Bcl-XL interaction, human. Q07817. 190,000 tested, 0.04% active. inhibition, % at 10 µM. Bim peptide-Bcl-XL binding, bead flow cytometry, fluorescence
Target sequence (Q07817 whole entry, looked up): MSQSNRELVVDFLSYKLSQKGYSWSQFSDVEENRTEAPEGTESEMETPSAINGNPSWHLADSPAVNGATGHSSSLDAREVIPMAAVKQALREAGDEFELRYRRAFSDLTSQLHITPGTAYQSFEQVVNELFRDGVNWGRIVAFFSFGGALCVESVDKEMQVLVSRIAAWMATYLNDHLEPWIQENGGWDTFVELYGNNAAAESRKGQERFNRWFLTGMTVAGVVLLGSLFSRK
Rac1 wt GTP bind = modulators of human Rac1 wildtype GTP binding; P63000; AID 757; GST-Rac1 beads, fluorescent GTP binding, flow cytometry; actives lie on both sides; 0 = cold GTP competed, 100 = untreated; GTP binding activity (% of control), % at 10 µM; 190,000 tested, 0.27% active;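 active means GTP binding activity at least 20 points away from the 100% control level, either lower or higher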
Cdc42 wt = modulators (inhibitors or activators) of GTP binding to human Cdc42 wildtype; P60953; GST-Cdc42 beads, Bodipy-GTP binding, flow cytometry; actives lie on both sides; percent activity (GTP binding), % at 10 µM; 190,000 tested, 0.2% active; AID 761;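 active means percent activity GTP binding at least 20 points away from the 100% baseline, either down as inhibitor or up as activator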;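 further: median bead fluorescence of bound Bodipy-FL-GTP at 100 nM; 0% = excess unlabeled GTP control and 100% = no compound control; below 100% means less GTP binding so inhibitor and above means activator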
Bim-Bcl-2 = human Bim-Bcl-2 interaction inhibition; 190,000 tested, 0.06% active; AID 950; inhibition, % at 10 µM; Bead-based flow cytometry, Bim peptide-Bcl-2 binding; P10415; in the data active means inhibition above about 40%;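 further: 0% = no compound wells with probe peptide and 100% = reference peptide inhibitor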
Target sequence (P10415 whole entry, looked up): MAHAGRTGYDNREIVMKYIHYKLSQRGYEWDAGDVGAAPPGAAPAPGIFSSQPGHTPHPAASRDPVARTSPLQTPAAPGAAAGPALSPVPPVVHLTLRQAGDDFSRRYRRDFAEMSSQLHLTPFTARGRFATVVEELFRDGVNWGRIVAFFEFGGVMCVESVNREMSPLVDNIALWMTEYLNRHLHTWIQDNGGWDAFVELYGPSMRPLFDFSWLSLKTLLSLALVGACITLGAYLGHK
Starred values were filed as active, the others as inactive. Unless noted, no stated cut-off is given here; in the data, active means inhibition above about 40%.

no.	HRas wt GTP	Bim-Bfl-1	Rac1 act GTP bind	Bim-Bcl-W	Rac1 wt GTP bind	Bim-Bcl-B	Rab2A wt mod	Bim-Bcl-2	Cdc42 wt	Bcl-XL Bim block	Rab7 wt GTP bind	SMILES
1	96.0	-1.0	97.0	-2.0	99.0	-1.0	99.0	-1.0	98.0	-2.0	100.0	O=C(CN(C1CCCCC1)S(=O)(=O)c1ccccc1)NCc1ccco1
2	98.0	-9.0	97.0	-3.0	106.0	-3.0	100.0	-11.0	98.0	-4.0	99.0	C/C(CC(=O)Nc1ccc(Cl)c(C(F)(F)F)c1)=N\NC(=O)c1cc2ccccc2cc1O
3	95.0	0.0	96.0	-4.0	97.0	-1.0	93.0	0.0	96.0	-2.0	96.0	O=C(CNc1ccc2ccccc2c1)N/N=C/c1cc2ccccc2nc1Cl
4	100.0	-11.0	100.0	1.0	105.0	-5.0	99.0	-5.0	105.0	-4.0	96.0	CCN1CCN(Cc2ccc(NC(=O)Nc3ccccc3OC)cc2)CC1
5	100.0	-1.0	102.0	-1.0	104.0	-2.0	101.0	-1.0	100.0	0.0	100.0	Cc1ccccc1NC(=S)N1CCCC1
6	98.0	6.0	95.0	3.0	98.0	12.0	99.0	3.0	98.0	2.0	99.0	Cc1cc(C)cc(N(C(=O)c2csnn2)C(C(=O)NC(C)(C)C)c2ccncc2)c1 (stereo not given)
7	100.0	-7.0	98.0	-3.0	102.0	-6.0	100.0	-9.0	98.0	-8.0	99.0	COc1ccccc1S(=O)(=O)Cc1ccc(C(=O)NCCN2CCCCCC2)o1
8	99.0	-11.0	98.0	-2.0	104.0	-8.0	100.0	-8.0	97.0	-9.0	101.0	CC(=O)C1=C(C)Nc2ncnn2C1c1ccccc1OCc1ccccc1 (stereo not given)
9	100.0	-9.0	95.0	0.0	99.0	-13.0	98.0	-4.0	97.0	-6.0	101.0	Cc1ccc(C)c(N2CC(O)(c3cccs3)[N+]3=C2CCCC3)c1 (stereo not given)
10	100.0	-7.0	99.0	-1.0	101.0	-5.0	99.0	0.0	95.0	-3.0	105.0	CCOC(=O)C1=C(O)C(=O)N(Cc2cccnc2)C1c1ccc(C)cc1 (stereo not given)
11	98.0	4.0	96.0	3.0	100.0	5.0	96.0	7.0	96.0	3.0	94.0	COc1ccc(CCC(=O)NC2=NCCS2)cc1OC
12	100.0	2.0	100.0	-2.0	102.0	3.0	101.0	-2.0	102.0	1.0	102.0	COc1ccc2c(c1)CCCN2C(N)=O
13	101.0	3.0	99.0	-4.0	100.0	-7.0	100.0	-1.0	96.0	-6.0	103.0	Cc1ccc(S(=O)(=O)NC(C)(C)CSc2ccccn2)cc1
14	101.0	-8.0	102.0	2.0	103.0	-9.0	101.0	-2.0	102.0	0.0	104.0	COc1ccc(C)cc1NC(=O)CCCN1C(=O)CCC1=O
15	97.0	-1.0	97.0	-4.0	104.0	-9.0	97.0	0.0	99.0	-7.0	99.0	Cc1cc(C(=O)N/N=C/c2cn[nH]c2-c2ccccc2)cs1
16	104.0	0.0	103.0	0.0	108.0	-3.0	105.0	2.0	104.0	-2.0	102.0	c1ccc(-n2cnnc2SCc2cn3ccsc3n2)cc1
17	100.0	-5.0	96.0	-6.0	100.0	-3.0	100.0	-2.0	97.0	-3.0	108.0	COc1ccc(Cl)cc1NC(=O)NCc1ccco1
18	100.0	-5.0	101.0	-4.0	105.0	-7.0	99.0	-5.0	101.0	-2.0	100.0	CCCn1c(=O)c2ccccc2n2c(SCC(=O)N3CCc4ccccc4C3)nnc12
19	100.0	0.0	99.0	0.0	101.0	2.0	99.0	-1.0	100.0	0.0	99.0	O=C(CCN1C(=O)c2ccccc2C1=O)NNC(=O)c1ccc(Cl)cc1Cl
20	99.0	-2.0	97.0	-2.0	100.0	-8.0	100.0	2.0	100.0	-2.0	104.0	NCCCC[C@H]1CNC(=S)N1CCc1cccc(F)c1
21	97.0	-5.0	92.0	0.0	97.0	-4.0	97.0	-2.0	92.0	-4.0	95.0	CCOc1cc(CNCc2ccc(C(=O)O)cc2)ccc1OC
22	100.0	-11.0	99.0	-3.0	97.0	-9.0	101.0	-14.0	98.0	-6.0	102.0	O=C(Nc1ccc(S(=O)(=O)N2CCCC2)cc1)c1ccc2c(=O)n3c(nc2c1)CCCCC3
23	96.0	-4.0	93.0	-1.0	98.0	0.0	95.0	-3.0	96.0	1.0	100.0	COCCNC(=O)Nc1ccc(F)cc1
24	101.0	-14.0	97.0	4.0	102.0	-6.0	103.0	-8.0	101.0	-6.0	106.0	O=C(Nc1cccn2ncnc12)C(Cl)Cl
25	100.0	-9.0	100.0	4.0	108.0	-3.0	100.0	-3.0	103.0	0.0	98.0	CCOc1ccccc1-c1nc(-c2ccc(NC(=O)Cc3ccc(OC)cc3)cc2)no1
26	101.0	-14.0	99.0	-3.0	108.0	-11.0	102.0	-11.0	101.0	-5.0	102.0	O=C(NCc1ccc(F)cc1)c1cc(S(=O)(=O)N2CCOCC2)ccc1F
27	103.0	-17.0	100.0	-2.0	106.0	-8.0	104.0	-12.0	102.0	-7.0	105.0	Cc1ccc2[nH]c(=O)c(CN(CCN3CCOCC3)C(=O)Nc3ccccc3F)cc2c1
28	100.0	-2.0	97.0	0.0	103.0	-2.0	98.0	-3.0	97.0	-3.0	97.0	CS(=O)(=O)N1CCC(C(=O)NCCC2=CCCCC2)CC1
29	97.0	-6.0	99.0	-4.0	98.0	-4.0	97.0	-4.0	99.0	-1.0	106.0	C=CCNc1nc(Nc2ccc([N+](=O)[O-])cc2)nc(OC)n1
30	107.0	-7.0	106.0	8.0	112.0	-3.0	106.0	-2.0	108.0	-2.0	105.0	CN(C)Cc1c(C#N)c2ccccc2n1C
31	101.0	2.0	101.0	0.0	107.0	3.0	103.0	6.0	101.0	2.0	101.0	CC(C)(C)NC(=O)CN(Cc1cccs1)C(=O)C1COc2ccccc2O1 (stereo not given)
32	99.0	4.0	99.0	0.0	98.0	0.0	98.0	0.0	98.0	1.0	101.0	Cn1c(=O)c2c(nc(CN3CCN(C(=O)c4ccco4)CC3)n2Cc2cccc(Cl)c2)n(C)c1=O
33	94.0	0.0	90.0	0.0	93.0	0.0	94.0	1.0	94.0	-2.0	96.0	CCCc1cc(-c2n[nH]c(C)c2-c2ccc(C(=O)OCC)o2)c(O)cc1O
34	97.0	9.0	96.0	-2.0	103.0	-39.0	100.0	-9.0	97.0	-11.0	102.0	COc1cc(C(=O)Nc2nnc(C(C)(C)C)s2)c([N+](=O)[O-])cc1OC
35	102.0	-2.0	98.0	1.0	101.0	2.0	100.0	1.0	102.0	3.0	99.0	CC(=O)Nc1c(OC(C)=O)ccc2c(C)cc(=O)oc12
36	94.0	-3.0	92.0	-3.0	92.0	-3.0	93.0	-2.0	93.0	-4.0	97.0	Cc1nc2scc(-c3cccs3)c2c(=O)n1CC(=O)O
37	97.0	-5.0	97.0	-4.0	99.0	-6.0	99.0	-6.0	96.0	-2.0	104.0	O=C(N[C@@H](Cc1ccccc1)C(=O)OCC(=O)N1CCOCC1)c1cccs1
38	99.0	-1.0	97.0	-1.0	99.0	-1.0	93.0	0.0	102.0	0.0	94.0	COc1ccc(Cl)cc1NC(=S)NCc1ccco1
39	95.0	-1.0	98.0	0.0	97.0	3.0	95.0	0.0	99.0	4.0	97.0	c1ccc(N=Nc2cn[nH]c2-c2ccco2)cc1
40	97.0	-7.0	97.0	-6.0	101.0	-6.0	98.0	-5.0	100.0	-5.0	97.0	Cc1cc(NC(=S)Nc2cccnc2)ccc1Br
41	104.0	-10.0	99.0	4.0	105.0	-6.0	103.0	-3.0	106.0	-10.0	105.0	COc1ccc(CN2CCCCC2C)cc1OC (stereo not given)
42	100.0	-3.0	98.0	-4.0	100.0	-4.0	102.0	-3.0	100.0	0.0	104.0	Cc1ccc(N2C(=O)C(CN3CCCCC3)C2c2ccccc2)cc1 (stereo not given)
43	102.0	1.0	99.0	0.0	102.0	0.0	99.0	0.0	100.0	-1.0	101.0	Cc1c(C=O)c2ccccn2c1C(=O)c1ccncc1
44	103.0	-9.0	99.0	1.0	105.0	-4.0	101.0	-5.0	102.0	0.0	102.0	CCOc1ccc(NC(=O)CSc2nnc(CCNC(=O)c3ccc(OC)cc3)n2C)cc1
45	102.0	-2.0	101.0	-2.0	102.0	-4.0	101.0	-1.0	103.0	-3.0	102.0	CC(C)(C)CC(=O)NC(=S)NCCc1ccccc1
46	91.0	1.0	92.0	1.0	94.0	-3.0	90.0	0.0	92.0	-2.0	89.0	Cc1ccc(S(=O)(=O)N(C)C)cc1NC(=S)Nc1ccc2cn[nH]c2c1
47	99.0	-10.0	98.0	2.0	100.0	-10.0	97.0	-5.0	99.0	12.0	99.0	CN(C)c1ccc(/C=c2\sc3n(c2=O)CCCN=3)cc1
48	98.0	-3.0	101.0	-5.0	102.0	-10.0	100.0	-4.0	98.0	-9.0	95.0	COc1ccc(OCC(=O)N2c3ccccc3CCc3ccccc32)cc1
49	100.0	-12.0	97.0	1.0	101.0	-4.0	101.0	-13.0	102.0	-3.0	101.0	O=C(NCc1ccco1)c1ccccc1Nc1ccc(F)cc1
50	99.0	-19.0	96.0	0.0	103.0	-8.0	96.0	-11.0	98.0	-10.0	97.0	Cc1nn(-c2ccccc2)c2sc(C(=O)N(Cc3ccco3)C(C)C(=O)NC(C)(C)C)cc12 (stereo not given)
51	103.0	0.0	103.0	-6.0	108.0	-7.0	102.0	0.0	104.0	-6.0	100.0	Cc1ccc(-c2nn(-c3ccccc3)cc2/C=C(\C#N)C(=O)NCc2ccccc2)cc1
52	103.0	-1.0	99.0	-2.0	102.0	0.0	101.0	-2.0	102.0	-1.0	103.0	O=C(NCCC1=CCCCC1)C1CCCN(c2nc3ccccc3o2)C1 (stereo not given)
53	97.0	-4.0	97.0	-4.0	94.0	-5.0	95.0	-2.0	96.0	-2.0	96.0	CSc1ccccc1C(=O)NCc1ccccc1C
54	100.0	-4.0	98.0	-4.0	106.0	-10.0	101.0	-2.0	99.0	-6.0	104.0	O=C(COC(=O)c1c2c(nc3ccccc13)CCN(Cc1ccccc1)C2)Nc1c(F)cccc1F
55	101.0	-4.0	98.0	2.0	105.0	0.0	102.0	-4.0	100.0	0.0	109.0	O=c1[nH]c(Cc2ccc(Cl)cc2)nc2ccccc12
56	103.0	4.0	102.0	2.0	104.0	-5.0	101.0	0.0	102.0	1.0	99.0	C[n+]1ccc(/C=C/c2c[nH]c3ccccc23)cc1

3 compounds from above, limited to Bim-Bfl-1 and Cdc42 wt.
entry	compound	Bim-Bfl-1	Cdc42 wt
40	Cc1cc(NC(=S)Nc2cccnc2)ccc1Br	-7.0	100.0
41	COc1ccc(CN2CCCCC2C)cc1OC (stereo not given)	-10.0	106.0
42	Cc1ccc(N2C(=O)C(CN3CCCCC3)C2c2ccccc2)cc1 (stereo not given)	-3.0	100.0
